RmlCD inh 1536: blocks M. tuberculosis RmlC and RmlD coupled enzymes | AID 1533 | P9WH09+P9WH11 | inhibition, % at 3.6 µM | RmlC+RmlD coupled enzyme assay, percent inhibition; primary screen in compound mixtures | 0.03% of 160,000 active; in the data active = inhibition mostly above about 34%, no sharp cut-off; inconclusive = no clear call, values can overlap the other calls; inactive = mostly below about 22%; note: some results filed as inactive read as strong as hits
Target sequence (P9WH09 whole entry, looked up): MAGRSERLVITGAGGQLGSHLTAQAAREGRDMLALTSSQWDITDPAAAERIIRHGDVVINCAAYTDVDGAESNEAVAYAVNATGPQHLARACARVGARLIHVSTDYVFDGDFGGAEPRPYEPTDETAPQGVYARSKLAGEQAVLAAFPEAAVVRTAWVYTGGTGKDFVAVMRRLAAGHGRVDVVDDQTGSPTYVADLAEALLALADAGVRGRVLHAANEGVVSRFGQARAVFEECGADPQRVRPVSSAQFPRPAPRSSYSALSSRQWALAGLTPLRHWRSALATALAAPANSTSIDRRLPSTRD
Target sequence (P9WH11 whole entry, looked up): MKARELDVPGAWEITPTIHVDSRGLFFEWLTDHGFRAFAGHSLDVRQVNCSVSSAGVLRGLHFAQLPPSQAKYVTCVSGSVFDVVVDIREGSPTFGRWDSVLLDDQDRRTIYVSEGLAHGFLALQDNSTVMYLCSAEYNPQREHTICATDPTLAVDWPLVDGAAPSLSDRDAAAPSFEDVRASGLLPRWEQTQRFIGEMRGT
GlmU inhibition: inhibition of mycobacterial GlmU enzyme – biochemical, glucosamine-1-phosphate acetyltransferase (AID 1376). 0.25% of 220,000 active. M. tuberculosis GlmU acetyltransferase enzyme assay; higher % means a stronger effect. inhibition, %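 (tested at 30 µM in the primary screen)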, or IC50 in µM where a hit was titrated; in the data active = inhibition above about 13%; inconclusive = no clear call, values can overlap the other calls;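 note: 0% = complete reaction with vehicle and 100% = reaction without substrate; strong numbers were not always called active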
* = called active by the depositor; ? = inconclusive; / = not tested or not shown. Only part of the results is shown, so the mix of outcomes need not match the whole.

| smiles | RmlCD inh 1536 | GlmU inhibition |
| --- | --- | --- |
| O=C(Cn1nnc(-c2ccc3c(c2)OCO3)n1)NCc1ccco1 | 2 | 0.6% |
| C/C(CC(=O)Nc1ccc(F)cc1)=N\NC(=O)c1ccccn1 | -8 | 3.3% |
| O=C(N/N=C/c1ccc(Cl)c([N+](=O)[O-])c1)c1cnccn1 | 3 | 2.2% |
| CCOC(=O)c1c(C)nc2c(c1-c1ccc(Cl)cc1)C(=O)CC(C)(C)C2 | -3 | -2.4% |
| CC(N)Cc1c[nH]c2ccc(OCc3cccs3)cc12 (stereo unspecified) | / | -7.0% |
| Cc1ccc(-c2cc(C(F)(F)F)n3ncc(C(=O)N4CCN(C)CC4)c3n2)cc1 | / | 7.0% |
| CCCCCCCCCC(=O)N1c2ccccc2NC(=O)C1CC(=O)Nc1ccc(C(=O)O)cc1 (stereo unspecified) | 9 | -5.3% |
| O=C(Nc1ccccc1C(=O)N1CCOCC1)c1ccc(Cl)cc1 | / | 0.8% |
| Cc1noc(NS(=O)(=O)c2ccc(N/C=C/C(=O)c3cccnc3)cc2)c1C | 5 | 4.9% |
| CCOC(=O)c1c(NC(=O)CSc2nc(C)cc(C)c2C#N)sc(C(C)=O)c1C | -2 | / |
| Cn1nnc2cc(C(=O)Nc3cccnc3)ccc21 | -7 | -1.9% |
| O=C1c2ccccc2-n2c1nc1ccccc1c2=O | -1 | 1.3% |
| O=C(COc1cccnc1[N+](=O)[O-])N1CCc2ccccc21 | 5 | -0.6% |
| COc1cc2c(cc1OC)C(C1C(=O)CC(C)CC1=O)N(C(=O)CCl)CC2 (stereo unspecified) | 39 | -4.1% |
| CCN(CC)C(=O)C1CC(=O)N(c2ccc(OC)cc2)C1c1ccc(OC)cc1 (stereo unspecified) | / | -5.1% |
| Cc1c(NC(=O)c2cccc(NC(=O)c3ccco3)c2)cccc1C(=O)O | -3 | 1.3% |
| O=c1nc(NCc2ccco2)sc2ncccc12 | 11 | -1.3% |
| Nc1nnc(SCC(=O)Nc2ccccc2N2CCOCC2)s1 | 11 | / |
| C=CCn1c(O)c(C(C)=NCc2cccnc2)c(=O)[nH]c1=O | / | -3.6% |
| COc1ccc(Oc2ccc(/C=N/NC(=O)c3cccnc3)cc2[N+](=O)[O-])cc1 | 5 | -1.7% |
| C/C(=N\O)C1(C)N(O)C(C)(C)C(c2ccco2)=[N+]1[O-] (stereo unspecified) | 30 | 0.2% |
| Cc1ccc2[nH]c(=O)c(COC(=O)C3CCCCC3)cc2c1 | 12 | -1.2% |
| O=C(CSc1nc2ncc(Cl)cc2[nH]1)NC1CCS(=O)(=O)C1 (stereo unspecified) | -5 | 1.5% |
| CCOC(=O)C1=C(N)OC2=C(C(=O)CC(C)(C)C2)C1c1ccco1 (stereo unspecified) | 2 | -3.1% |
| CCOC(=O)/C(C#N)=C\c1ccc(N2CCN(C/C=C/c3ccccc3)CC2)cc1 | -5 | -2.9% |
| CCN1C(=O)c2ccc(C(=O)NCc3ccc4c(c3)OCO4)cc2C1=O | / | 0.5% |
| CC(C)(C)NC(=O)NC(=O)CN1CCCCC1 | 8 | -4.6% |
| COc1ccc(C2(O)CCN(C(=O)c3ccc4c(c3)OCO4)CC2)cc1 | 6 | -5.2% |
| O=C(N/N=C/c1ccco1)c1ccc(NC(=O)C2CC2)cc1 | / | 5.0% |
| CCC(=O)N1c2ccccc2NC2=C(C(=O)CCC2)C1c1ccccc1 (stereo unspecified) | / | -2.6% |
| COc1ccc(-n2cnc3cc(NCc4cccs4)ccc32)cc1 | ? | / |
| COc1cccc(-c2nnc(SCC(N)=O)n2-c2ccc(Cl)cc2)c1 | / | 7.1% |
| Cc1n[nH]c(C)c1S(=O)(=O)N(CC(=O)N1CCc2ccccc21)c1ccc(C(C)C)cc1 | 4 | 1.1% |
| CCc1cccc(OCCOCCN2CCCC2)c1 | / | -2.1% |
| Cc1cccc(N=Nc2c(C)nn(-c3ccccc3)c2N)c1C | / | -7.1% |
| Cc1nc2c(=O)n(-c3ccc(F)c(Cl)c3)nc(C)c2s1 | 1 | -1.2% |
| COc1ccc(CCC(=O)NCc2cnn(C)c2)cc1 | 2 | 4.3% |
| O=C(N/N=C1\CC2CC=CC12)c1ccccc1Cl (stereo unspecified) | 2 | -1.1% |
| Cc1ccc(-c2cc(C(=O)N/N=C/c3c(C)nn(C)c3C)c3ccccc3n2)cc1C | 15 | 1.0% |
| CNC(=S)N1CCC(n2cnc3ccccc32)CC1 | -8 | -3.8% |
| Cc1ccc(CN2CCN(CC(=O)N/N=C/c3ccccc3F)CC2)cc1 | 8 | -1.7% |
| CCN(N)C(=S)Nc1ccc(F)cc1 | 94 | 4.2% |
| CCOCC(=O)Nc1c(C(=O)Nc2ccc3c(c2)OCCO3)oc2ccccc12 | -5 | 3.3% |
| CC(=NCC1CCCO1)c1c(O)n(-c2ccc(C)cc2)c(=O)[nH]c1=O (stereo unspecified) | 6 | 3.6% |
| CC1CC1C(=O)Nc1nc(-c2ccccc2)cs1 (stereo unspecified) | -11 | 2.0% |
| COc1ccc(S(=O)(=O)N2CCCC2C(=O)Nc2nc3c(s2)CCCC3)cc1 (stereo unspecified) | / | -1.8% |
| Cc1cccc(Oc2ncnc3onc(C)c23)c1C | 6 | 1.4% |
| CNc1nc(SCc2ccccc2Cl)nc2c1CCCC2 | 79 | 3.3% |
| O=S(=O)([N-]c1nc2ccccc2nc1-[n+]1ccc(-c2ccncc2)cc1)c1ccccc1 | -4 | 3.6% |
| Cc1ccc(S(=O)(=O)CC(=O)Nc2ccc(S(=O)(=O)Nc3onc(C)c3C)cc2)cc1 | 11 | 3.5% |
| Cc1c(Cl)cnn1CC(=O)NC1C(=O)N2C(C(=O)O)=C(CSc3nnnn3C)CSC12 (stereo unspecified) | 3 | 1.2% |
| CCOC(=O)c1c(C)[nH]c(C)c1C(=O)COC(=O)c1ccc(O)cc1 | 10 | -6.4% |
| CNc1cnn(-c2ccccc2)c(=O)c1Cl | 7 | 2.5% |
| Cc1nc(Nc2ccccc2)[nH]c(=O)c1CCC(C)C | 16 | 2.2% |
| CCOc1ccc(N(CC)C(=O)COc2cc(=O)n(C)c3ccccc23)cc1 | 12 | -0.5% |
| Cc1ccc(NC(=O)CSc2nc3c(c(=O)[nH]2)CN(Cc2ccc(F)cc2)CC3)cc1C | 13 | -3.3% |
| CCCN1CNC(=S)N(c2ccc(C(=O)OCC)cc2)C1 | -7 | -1.3% |
| CC(C)(C)c1ccc(S(=O)(=O)NCC(=O)Nc2ccc(-c3nc4ccccc4s3)cc2)cc1 | 8 | -0.6% |
| COc1ccc(-c2nn(-c3ccccc3)cc2C(=O)Nc2nccs2)cc1 | / | -0.9% |
| O=C(COc1ccc(S(=O)(=O)NC2CCCCC2)cc1)NC1CCCCC1 | / | 3.5% |

(further entries)
| smiles | RmlCD inh 1536 | GlmU inhibition |
| --- | --- | --- |
| CCOC(=O)c1cnc2ccc(OCC)cc2c1NCc1ccccc1 | / | 1.3% |
| CCCOc1ccc2c3c(c(=O)oc2c1OCCC)CCCC3 | / | 2.3% |
| CC(Nc1ccc(Br)cn1)c1cc(Cl)ccc1O (stereo unspecified) | -3 | / |
| Oc1ccc(N=Nc2ccc3c(c2)OCCO3)c(O)c1 | -22 | -0.8% |
| CCN1CCN(c2ncc3c(n2)CC(c2ccc(OC)c(OC)c2)CC3=O)CC1 (stereo unspecified) | 7 | 4.2% |
| Cn1c(NC(=O)c2ccc(Cl)cc2)cc(=O)n(C)c1=O | 8 | -4.5% |
| COc1ccccc1N(CC(=O)Nc1ccc2c(c1)OCO2)S(=O)(=O)c1ccccc1 | / | -4.0% |
| CCc1ccc(-n2nnnc2SCC(=O)NNC(=O)c2ccco2)cc1 | -3 | 0.2% |
| CCOc1cc(N2CCOCC2)c(OCC)cc1NC(=O)CN1CCC(Cc2ccccc2)CC1 | / | 2.9% |
| CCCCNCC1CCCO1 (stereo unspecified) | -12 | -1.0% |
| CCOc1ccc2[nH]cc(C(=O)NCCCN3CCOCC3)c(=O)c2c1 | 6 | -5.3% |
| O=C(NNc1ncnc2c1cnn2-c1ccccc1)c1cccs1 | 1 | 5.2% |
| CCN(CC)S(=O)(=O)c1ccc(N2CCCC2)c(C(=O)Nc2ccc(OC)c(Cl)c2)c1 | 3 | -0.5% |
| Cc1onc(-c2ccccc2)c1C(=O)N1CCN(Cc2ccc3c(c2)OCO3)CC1 | -46 | 5.6% |
| Cc1ccc(CC2CC(=O)N(c3nc4ccccc4n3C)C2=O)cc1 (stereo unspecified) | 3 | -1.4% |
| FC(F)(F)c1ccc(Cl)c(-n2c(-c3cc(-c4ccco4)[nH]n3)n[nH]c2=S)c1 | 4 | 2.0% |
| CC1CCC2(CC1)NC(=O)N(CC(=O)Nc1sc3c(c1C(N)=O)CCC3)C2=O (stereo unspecified) | / | 5.6% |
| CC(=O)c1c(C)[nH]c(C(=O)OCC(=O)Nc2ccc(Cl)c(S(=O)(=O)N(C)C)c2)c1C | -5 | -0.8% |
| FC(F)(F)c1cccc(NC(=S)NC2CCCC2)c1 | -5 | 2.2% |
| Cc1nc2ccccc2n1CC(=O)NCCN1CCOCC1 | / | 0.9% |
| CC(=O)Nc1cccc(C(=O)Oc2cccc(C)c2)c1O | 6 | 1.2% |
| CCCCn1c(SCc2nnc(-c3ccccc3)o2)nc2c1c(=O)n(C)c(=O)n2C | 35 | 6.5% |
| CC(C)c1nc2sc3c(NCc4ccco4)ncnc3c2c2c1COC(C)(C)C2 | -9 | -0.8% |
| CCCCn1cc(C(=O)c2cc(Br)ccc2O)cc(C#N)c1=O | / | -3.7% |
| O=C(Nc1ccc(NC(=O)c2ccco2)cc1)c1cnccn1 | / | 0.5% |
| O=C(c1cn(-c2ccccc2)nc1-c1cccc([N+](=O)[O-])c1)N1CCCCC1 | -10 | 4.4% |
| CCOc1ccccc1C(=O)NC(CO)C(=O)O (stereo unspecified) | / | 1.9% |
| O=C(NC1CCS(=O)(=O)C1)c1ccc(S(=O)(=O)NCC2CCCO2)cc1 (stereo unspecified) | -6 | -0.9% |
| CCCC(=O)NC(c1cccs1)c1cc(Cl)c2cccnc2c1O (stereo unspecified) | / | 2.8% |
| CS(=O)(=O)Nc1cccc(C2=NN(C(=O)c3ccccc3Cl)C(c3ccccc3O)C2)c1 (stereo unspecified) | 3 | -1.4% |
| COc1ccc(Cc2n[nH]c(=S)n2NC(=O)Nc2ccc(Cl)c(Cl)c2)cc1 | / | 1.5% |
| COc1ccc(CNC(=S)Nc2ccc(F)c(Cl)c2)cc1OC | -11 | -3.9% |
| CCCOc1ccc(/C=N/NC(=O)C(=O)Nc2ccccn2)cc1 | 8 | 7.8% |
| CCSC1=N/C(=C\C=C2/Oc3ccccc3N2CC)C(=O)S1 | / | 6.9% |
| CCOC(=O)/C(=N\Nc1ccc(Cl)cc1)Sc1nnc(-c2ccc(OC)cc2)n1C | / | -0.8% |
| O=C(N/N=C/C=C/c1ccccc1[N+](=O)[O-])c1cccnc1 | / | 2.0% |
| CNC(=O)c1[nH]cnc1C(=O)N[C@@H](CCCCNC(=O)OC(C)(C)C)C(=O)OC(C)(C)C | / | -3.2% |
| CC(CN1C(C)CCCC1C)OC(=O)c1ccc(Cl)cc1 (stereo unspecified) | -8 | -5.5% |
| NC(=O)C1CCN(CC(=O)N2N=CCC2c2ccccc2)CC1 (stereo unspecified) | -6 | -6.0% |
| O=C(c1cccc([N+](=O)[O-])c1)N1CCCN(C(=O)c2cccc([N+](=O)[O-])c2)CC1 | / | 2.9% |
| CCOC(=O)c1ccc(N/C=C/C(=O)c2ccc(OC)cc2)cc1 | 7 | -7.6% |
| C[N+]1(CCC(=O)c2ccccc2)CCCCC1 | / | 0.7% |
| O=C(NCC1CCCO1)C(c1ccncc1)N(Cc1cccs1)C(=O)Cn1nnc(-c2ccc(F)cc2)n1 (stereo unspecified) | -6 | -7.2% |
| COc1cc(C(C(=O)Nc2c(C)cccc2C)N(C)C(=O)c2ccc(-n3cnnn3)cc2)ccc1O (stereo unspecified) | / | -5.9% |
| CCOP(=O)(OCC)/C(=N/OC(=O)c1ccc(OC)cc1)C(N)=O | / | 5.6% |
| CN1CCN(C(=O)c2cn(-c3ccccc3)nc2-c2cccs2)CC1 | 4 | -1.3% |
| COc1ccc(-c2cc(C(F)(F)F)nc(-n3cc(Cl)cn3)n2)cc1 | -8 | -5.9% |
| CC(C)c1c(O)nc(SCc2ccccc2)[nH]c1=O | 13 | 4.5% |
| COc1cccc(-c2nnc3n2N=C(c2cccc(Br)c2)CS3)c1 | / | -6.9% |
| CCOC(=O)C1(Cc2ccc(OC)cc2)CCN(C(=O)c2cncs2)CC1 | / | 2.0% |
| CSc1nc(N)c2c3c(sc2n1)COC(C(C)C)C3 (stereo unspecified) | / | 1.1% |
| Cc1ccc(Cn2nnc3c(=O)n(CC(=O)NCC4CCCO4)cnc32)cc1 (stereo unspecified) | / | -0.1% |
| COc1ccc(OCCSc2nc3ccccc3c(=O)[nH]2)cc1 | 4 | -5.8% |

Screening results deposited in PubChem by several laboratories.
